High-throughput results (PubChem)
Wnt bcat act: activates Wnt/beta-catenin signaling in a reporter cell assay. AID 743398. 300,000 compounds, 1.2% hits. activator, plate reader. activation, % at 9.35 µM; in the data active = activation above about 30%, passing the limit was not always enough;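 note: 0% = neutral control wells and 100% = positive control wells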
CDK5 p35 inh: inhibitors of human CDK5/p35 kinase; Q00535+Q15078; 330,000 compounds, 0.01% hits; Recombinant CDK5/p35, ADP-Glo luminescence, 60 min; AID 488839; inhibition, % at 10 µM;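 active = highest replicate inhibition of at least 50% and at least 75% of replicates reaching 50%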;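 note: plate controls were DMSO neutral control for no effect and GW8510 at 10 µM for full effect; many of its hits are not listed in these tables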
Target sequence (Q00535 whole entry, looked up): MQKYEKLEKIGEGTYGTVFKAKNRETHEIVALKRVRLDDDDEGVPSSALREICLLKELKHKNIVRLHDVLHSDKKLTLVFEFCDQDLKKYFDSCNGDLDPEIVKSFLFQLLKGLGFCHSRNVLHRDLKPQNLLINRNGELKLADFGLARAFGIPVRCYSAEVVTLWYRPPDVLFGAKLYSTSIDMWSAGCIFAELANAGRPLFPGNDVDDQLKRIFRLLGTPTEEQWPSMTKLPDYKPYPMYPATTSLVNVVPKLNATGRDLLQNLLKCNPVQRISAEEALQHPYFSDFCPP
Target sequence (Q15078 whole entry, looked up): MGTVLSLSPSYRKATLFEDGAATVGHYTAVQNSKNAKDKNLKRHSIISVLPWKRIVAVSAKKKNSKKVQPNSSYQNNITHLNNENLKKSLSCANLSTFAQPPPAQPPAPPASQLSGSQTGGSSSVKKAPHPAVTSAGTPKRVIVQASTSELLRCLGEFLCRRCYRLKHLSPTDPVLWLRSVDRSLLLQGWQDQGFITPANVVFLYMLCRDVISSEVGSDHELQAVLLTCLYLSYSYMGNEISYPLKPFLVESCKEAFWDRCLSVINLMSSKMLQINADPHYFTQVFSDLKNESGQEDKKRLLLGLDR
SR-BI DiI inh: mouse SR-BI HDL lipid transfer inhibition. Q61009. ldlA[mSR-BI] CHO cells, DiI-HDL uptake fluorescence, 3 h. inhibition, % at 12.5 µM. 320,000 compounds, 0.96% hits. AID 488896;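 active = mean replicate inhibition of at least 70% and a set share of replicates each scoring 70 or more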;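 note: 0% = median of neutral control wells and 100% = median of positive control wells; values of inactives mirror those of a sister screen read the other way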
HTR5A ag: counter-screen for OPRM1-OPRD1 agonists: human HTR5A agonism; P47898; HTR5A agonist assay, luminescence, cell-based; activation, % at 9.3 µM; 340,000 compounds, 0.61% hits; AID 504692; in the data active = activation mostly above about 9.5%, no sharp cut-off; inactive = mostly below about 7.6%;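 note: 0% = cells with vehicle only and 100% = reference agonist; strong numbers were not always called active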
Target sequence (P47898 whole entry, looked up): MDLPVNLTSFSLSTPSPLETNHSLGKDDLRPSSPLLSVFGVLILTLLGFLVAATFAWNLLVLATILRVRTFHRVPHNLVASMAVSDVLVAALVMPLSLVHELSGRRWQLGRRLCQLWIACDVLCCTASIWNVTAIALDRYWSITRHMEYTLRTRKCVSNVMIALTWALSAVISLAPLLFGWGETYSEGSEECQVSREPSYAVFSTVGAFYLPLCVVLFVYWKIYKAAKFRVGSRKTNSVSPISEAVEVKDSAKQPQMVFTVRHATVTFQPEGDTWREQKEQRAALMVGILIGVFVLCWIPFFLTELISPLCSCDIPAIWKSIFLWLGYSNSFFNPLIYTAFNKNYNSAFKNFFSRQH
HTR5A inv ctr: inverse agonist of human HTR5A in OPRM1-OPRD1 counter-screen; HTR5A cell line, luminescence, inverse agonism; inhibition, % at 9.3 µM; 340,000 compounds, 0.083% hits; in the data active = inhibition mostly above about 23%, no sharp cut-off; inactive = mostly below about 18%;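 note: 0% = cells with DMSO and 100% = no-cell wells with DMSO; some compounds called inactive have numbers as strong as hits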
V-ATPase pH: regulators of yeast V-ATPase proton transport; S. cerevisiae, pHLuorin cytosolic pH fluorescence; response, % at 10 µM; 350,000 compounds, 0.37% hits; AID 504577; in the data active = response mostly above about 7.3%, no sharp cut-off; inactive = mostly below about 5.4%; note: actives read high; inactives centre near 0; some compounds called inactive have numbers as strong as hits; reference of the scale not given here
MITF act: activators of MITF-driven TRPM1 promoter activity in SK-MEL-5 cells; SK-MEL-5 TRPM1-promoter luciferase, 24 h; % of positive control, neutral wells = 0; activation, % at 12.5 µM; 300,000 compounds, 0.75% hits;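 active = mean activation of at least 80% with every replicate also reaching 80%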;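 note: 0% = neutral control wells and 100% = parthenolide positive control wells; values of inactives mirror those of a sister screen read the other way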
dFosB activator: mouse delta FosB homodimer activation. P13346. purified delta FosB, TAMRA-CDK5 oligo fluorescence polarization; percent of positive-control signal above neutral wells. activation, % at 25 µM. 340,000 compounds, 0.99% hits. AID 493131;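 active = mean activation above about 17%, with every replicate also reaching it, limit read from the data, passing the limit was not always enough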;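 note: fluorescence polarization rise as delta FosB binds a TAMRA Cdk5 AP-1 oligo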
NSD2 inh: inhibitors of human histone methyltransferase NSD2. O96028. NSD2 peptide methylation, AlphaScreen, 120 min. inhibition, % at 12.5 µM. 310,000 compounds, 0.54% hits. AID 743445; in the data active = inhibition above about 50%
PvdQ inh: blocks Pseudomonas aeruginosa PvdQ acylase activity; purified PvdQ acylase, fluorescence plate reader; inhibition, % at 10 µM; 340,000 compounds, 0.063% hits; AID 488965; in the data active = inhibition above about 30%, passing the limit was not always enough;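 note: 0% = vehicle neutral wells and 100% = reference inhibitor wells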
* hit, by the source's call; x = no result given.

SMILES	Wnt bcat act	CDK5 p35 inh	SR-BI DiI inh	HTR5A ag	HTR5A inv ctr	V-ATPase pH	MITF act	dFosB activator	NSD2 inh	PvdQ inh
COc1cccc(CC(=O)OCC(=O)NCc2ccc3c(c2)OCO3)c1	-1	-1.7	-8	-3	10	0	-1	-6	4	-9
CCOC(=O)C1=C(c2ccccc2)NC(=S)NC1C (stereo not given)	x	-1.9	72*	0	-5	-1	-10	-8	-7	-5
CCCCc1nnc(NC(=O)c2ccc(-n3cncn3)c([N+](=O)[O-])c2)s1	0	0.0	-26	8	-21	3	2	-8	-1	-13
CC(=O)c1ccc(NC(=O)C2CCCN2S(=O)(=O)c2ccc(F)cc2)cc1 (stereo not given)	-2	0.9	3	-5	13	0	-2	6	x	-18
COc1ccc(NC(=O)CN2C(=O)COc3ccc(S(=O)(=O)N4CCOCC4)cc32)cc1	-1	-0.7	9	3	-13	1	17	-7	-14	-15
COc1ccc(OCc2nnc(SCC(=O)c3ccccc3)o2)cc1	-1	-1.9	-2	3	-10	3	3	-3	-7	-12
Cc1cc(C)c(C)c(S(=O)(=O)NCc2ccc(C(=O)N3CCN(C)CC3)cc2)c1C	-3	0.8	-18	2	-7	1	8	-8	1	-10
CC(=O)Oc1ccc2oc(C)c(C(=O)N3CCOCC3)c2c1	3	-2.5	-35	-6	16	0	-7	-4	-3	-19
O=C(CCN1CCOCC1)NNC(=S)NC(=O)c1ccc(Br)cc1	-1	0.3	0	-2	6	0	-3	6	-1	-2
COc1ccc(-c2csc(NC(CO)c3nc4ccccc4n3Cc3ccc(C)cc3)n2)cc1 (stereo not given)	7	-1.1	0	-2	5	2	14	6	x	7
CC(C)NC(=O)C1CCN(c2ccc(S(=O)(=O)N3CCOCC3)cc2Cl)CC1	-1	-0.9	18	4	-13	-3	3	1	2	-2
Cc1cc(N)n2ncc(-c3ccc(Cl)cc3)c2n1	x	-6.5	26	-3	20	0	39	-9	x	-9
CC1CC(C)CN(CCOc2ccc(Br)cc2)C1 (stereo not given)	x	-0.6	-21	-2	8	-1	2	1	2	-4
O=C(Cn1cncn1)N1CCN(c2ccc(F)cc2)CC1	0	-3.7	-21	1	-3	-3	0	-6	-2	1
COCCN(C(=O)CSc1nc2ccc(OC)cc2[nH]1)c1c(N)n(Cc2ccccc2)c(=O)[nH]c1=O	-1	-1.8	-22	1	5	1	-2	-3	6	-24
O=C(Nc1ncc([N+](=O)[O-])s1)c1ccco1	1	-0.5	7	1	-3	8	46	-6	2	-6
CCOC(=O)c1c(NC(=O)NC(C)(C)C)sc2c1CCN(C)C2	-1	1.9	0	-2	10	0	-4	-9	1	-9
COc1ccc(CN(Cc2cccn2C)S(=O)(=O)c2cccc(C(F)(F)F)c2)cc1	-6	0.0	20	x	x	0	x	-4	0	-15
COCCNC(=O)CCCCCNS(=O)(=O)c1ccc(C)cc1	x	-1.8	-23	5	-12	-1	x	4	3	-5
CCc1cc(CNC(=O)CCc2nnc(Cc3cccc(C)c3)o2)on1	3	0.9	-18	4	-11	-2	7	0	15	1
CCCN(CC(=O)Nc1ccccc1OC)C(=O)Cc1ccc2c(c1)CCC2	x	1.2	11	1	-3	x	-9	-8	2	-8
COC(=O)c1cc(O)cc(OC)c1Oc1cc(C)cc(O)c1C(=O)O	3	1.7	8	6	-3	0	-31	-11	x	19
CCOC(=O)N1CCN(CC(O)COc2ccc(C(C)C)c(C)c2)CC1 (stereo not given)	4	-0.4	15	-6	22	-4	-3	-2	-2	0
CC(O)CN1CC(O)=C(c2nc3ccccc3s2)C1=N (stereo not given)	3	-2.6	-7	1	-4	4	12	1	-2	-8
O=C(/C=C/NCc1cccnc1)c1ccc(Br)cc1	19	0.9	-12	3	-9	-1	35	1	3	-3
Cc1nn(Cc2ccc(Cl)cc2)c(C)c1NC(=O)/C=C/c1cnn(C)c1	0	0.5	-11	0	-6	3	-3	-6	6	-7
O=C(Oc1cccnc1)c1cccc(Cl)c1	0	3.5	-5	1	-12	-1	-2	3	-1	-1
Cn1c(=O)c2c(nc(CN3CCN(Cc4ccccc4)CC3)n2CCN2CCOCC2)n(C)c1=O	-1	0.2	-24	x	x	1	x	-11	4	-7
O=C1CSC(=S)N1N=Cc1ccc2c(c1)OCO2	8	-0.8	-6	4	-14	-3	2	0	-4	-8
COc1cccc(-c2ncc3ccccc3c2COC(=O)CCC(=O)O)c1	6	-1.4	-21	-1	2	-1	-4	-4	x	-14
S=C(NCC1COc2ccccc2O1)Nc1ccc(Br)cc1 (stereo not given)	-6	-2.7	-13	2	-8	-1	3	5	7	-2
CCCCCCOc1ccc(/C=N/NC(=O)C2CC2)cc1	-1	-1.9	20	1	-5	-2	3	-4	-1	-15
COC(=O)[C@@]1(Cc2ccccc2)[C@@H]2C(=CC(=O)[C@H]2CC(=O)C(=O)N(C)C)CN1C(=O)c1ccccc1	x	0.6	28	-3	20	-5	-44	-16	x	-6
CC(=O)Nc1ccc(S(=O)(=O)NC2(C(F)(F)F)C(=O)Nc3c2c(=O)[nH]c(=O)n3Cc2cccnc2)cc1 (stereo not given)	x	-2.2	1	-2	6	-2	-8	1	-1	-25
Cc1cc(OCCn2nc(C(=O)O)c3ccccc3c2=O)ccc1C(C)C	1	0.1	x	20*	-55	2	3	-8	90*	-13
NC(N)=NS(=O)(=O)c1ccc(NC(=S)NC(=O)/C=C/c2ccccc2)cc1	0	1.0	-22	-1	2	0	x	22*	-3	-12
Cc1cccc(NC(=S)NNC(=O)c2cccc([N+](=O)[O-])c2)c1	18	0.5	7	1	13	0	x	-7	3	2
N#CC(C(=O)NCc1ccccc1)c1nc2ccccc2nc1N1CCCC1 (stereo not given)	x	0.3	14	0	13	-9	-19	-8	-4	3
COc1ccccc1[C@@H]1C(c2cccc(Cl)c2)=NN(c2ccc(Br)cc2)[C@H]1C(=O)N1CCOC1=O	-4	-0.7	26	1	-3	-3	-15	3	x	11
COC(=O)[C@]1(C)N[C@H](CN(C)C(=O)c2ccccc2)[C@@H]2C(=O)N(Cc3ccccc3)C(=O)[C@@H]21	-2	-0.5	6	2	-8	-3	-6	2	x	4
O=C(COC(=O)/C=C/c1cccc(C(F)(F)F)c1)NC1CCS(=O)(=O)C1 (stereo not given)	2	1.0	-6	4	-10	-2	3	-6	33	-2
CCS(=O)(=O)C1=NN2C(=N)/C(=C\c3ccc(SCc4ccco4)o3)C(=O)N=C2S1	-4	-4.5	-91	13*	1	5	14	6	95*	-9
COC(=O)Cc1cc(=O)n(-c2ccccc2)[nH]1	-2	1.1	-13	0	0	2	4	2	-3	2
CC(c1ccccc1)N(CC(=O)NC1CCCCC1)S(=O)(=O)c1cccc(C(F)(F)F)c1 (stereo not given)	-1	0.1	-18	2	9	2	-29	-6	-2	-8
Cc1cc(NC(=O)CCC(=O)N(c2ccccc2)C(C(=O)NC(C)(C)C)c2ccccc2Cl)no1 (stereo not given)	-2	0.2	x	-4	12	2	6	-12	-1	-5

Limited to V-ATPase pH and NSD2 inh (4 entries from above):
smiles	V-ATPase pH	NSD2 inh
NC(N)=NS(=O)(=O)c1ccc(NC(=S)NC(=O)/C=C/c2ccccc2)cc1	0	-3
CC(=O)Nc1ccc(S(=O)(=O)NC2(C(F)(F)F)C(=O)Nc3c2c(=O)[nH]c(=O)n3Cc2cccnc2)cc1 (stereo not given)	-2	-1
S=C(NCC1COc2ccccc2O1)Nc1ccc(Br)cc1 (stereo not given)	-1	7
COC(=O)Cc1cc(=O)n(-c2ccccc2)[nH]1	2	-3

Remaining list, next part.
SMILES	Wnt bcat act	CDK5 p35 inh	SR-BI DiI inh	HTR5A ag	HTR5A inv ctr	V-ATPase pH	MITF act	dFosB activator	NSD2 inh	PvdQ inh
COc1ccc(S(=O)(=O)NC(C)(C)C)cc1-c1nnc2c3ccccc3c(C)nn12	x	0.7	-3	-2	7	0	x	-12	1	-5
N#C/C(=C\c1ccc(-c2ccc(S(=O)(=O)N3CCOCC3)cc2)o1)C(=O)NC1CC1	-7	2.7	6	1	-50	-2	6	-8	1	-6
O=C(O)c1cnc2[nH]c3ccccc3n2c1=O	4	5.0	-8	10	-28	-2	-4	3	-2	11
COc1ccc(Nc2nnc(SCC(=O)N3CCCC3)s2)cc1	-4	-1.0	11	-3	-7	-1	-3	4	2	-13
COc1cc2c(cc1OC)C(c1cc(Br)ccc1O)N(C(C)=O)CC2 (stereo not given)	2	-0.9	-8	4	-10	1	1	-9	9	3
CC(C)(C)OC(=O)CNC(=O)c1[nH]cnc1C(=O)NCCCCCNC(=O)OC(C)(C)C	0	-0.9	-41	0	-1	1	-14	2	x	-2
Cc1nnc(NC(=O)COc2ccccc2)s1	-1	4.7	1	2	-4	0	10	0	20	-8
Cc1nn(C)c(Oc2ccc(Cl)cc2)c1C(=O)Nc1ccc(F)cc1F	-3	-0.9	17	1	12	1	10	0	-1	-5
COc1ccc(C(=O)NC(=O)Nc2cc(C)ccn2)cc1	-10	1.7	34	0	-11	0	-72	7	-4	9
C=CCNC(=S)/N=c1/ccccn1CCC	-1	0.5	-133	-6	10	-4	x	5	-1	-9
Cc1cc2nccc(-c3ccc(Cl)c([N+](=O)[O-])c3)n2n1	-2	-1.3	17	0	0	1	-6	-5	-1	16
O=C1C=C(c2ccc3[nH]ccc3c2)C[C@@H](c2ccc(Cl)cc2)C1	-1	-4.7	61	2	0	4	-3	-2	x	-21
CCOC(=O)C1CCCN(C(=O)c2sc3nc4n(c(=O)c3c2C)CCC4)C1 (stereo not given)	1	-2.0	-23	4	-11	-4	-7	-4	-1	-4
COc1cc(-c2[nH]ncc2CN(C)Cc2cc(C)[nH]n2)cc(OC)c1OC	-2	0.7	x	3	-10	2	-10	0	1	-4
Cc1cccc(OC(=O)n2c(=S)oc3cc(Cl)ccc32)c1	x	2.6	x	-2	6	-2	-5	-12	-1	-5
COc1ccc(OCC2CCCN(Cc3nc(CC4CC4)no3)C2)cc1 (stereo not given)	-1	-2.9	-14	-1	-3	-2	10	6	-2	-2
CC(C)OCCCNC(=O)C1CCN(S(=O)(=O)N2CCCCC2)CC1	x	1.9	-4	9	-21	-1	-9	-4	-2	4
CCOc1ccc(NS(=O)(=O)c2ccc(OC)c(NC(=O)c3ccc4c(c3)OCCO4)c2)cc1	-9	0.2	48	-2	-4	-1	4	3	-3	-5
COc1ccccc1CNC(=O)C1CCN(S(C)(=O)=O)CC1	x	0.1	-42	-1	-22	2	x	-2	-4	-18
O=C(CCCN1C(=O)c2cccnc2C1=O)N1CC(=O)N(CCc2ccccc2)C(=O)C1	-2	-2.3	-4	-2	-4	5	-14	0	x	-5
Cc1noc(C)c1S(=O)(=O)N(C)C[C@H]1Oc2c(NC(=O)C3CCCCC3)cccc2C(=O)N([C@H](C)CO)C[C@@H]1C	-1	-3.3	-4	0	1	3	10	-6	x	-8
CC(=O)c1cc(C(c2csc(C(C)=O)c2)c2csc(C(C)=O)c2)cs1	-4	-0.1	-15	-1	-6	-3	-6	0	-3	-10
Cc1ccccc1-c1nnn(CC(=O)N2CCN(C(=O)c3ccco3)CC2)n1	0	0.5	24	-2	-16	1	-11	-8	-3	-9
O=C(COC(=O)/C=C/c1cccc(Cl)c1)NCCc1ccc(Cl)cc1Cl	-5	0.5	-83	5	-12	1	4	-15	4	-16
COC(=O)c1ccc(/C=C/c2ccc3cccc(OC)c3n2)cc1	0	x	14	0	0	3	20	-13	-5	-1
